ABHD5 PLIN5 PPI = ABHD5-PLIN5 interaction inhibitors, primary screen, cell lysate, split luciferase complementation, luminescence; Perilipin-5 (Homo sapiens) + 1-acylglycerol-3-phosphate O-acyltransferase ABHD5 (Homo …; Split G. princeps luciferase complementation, 4 h; inhibition, % at 4 µM; 360,000 tested, 0.78% active; AID 602281, 2012;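 active = inhibition above the mean inhibition across every tested compound plus 3 SD, cut at about 22% in these data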;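 note: 0% = DMSO only wells and the 100% control is not disclosed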
Target sequence (Q00G26 whole entry, looked up): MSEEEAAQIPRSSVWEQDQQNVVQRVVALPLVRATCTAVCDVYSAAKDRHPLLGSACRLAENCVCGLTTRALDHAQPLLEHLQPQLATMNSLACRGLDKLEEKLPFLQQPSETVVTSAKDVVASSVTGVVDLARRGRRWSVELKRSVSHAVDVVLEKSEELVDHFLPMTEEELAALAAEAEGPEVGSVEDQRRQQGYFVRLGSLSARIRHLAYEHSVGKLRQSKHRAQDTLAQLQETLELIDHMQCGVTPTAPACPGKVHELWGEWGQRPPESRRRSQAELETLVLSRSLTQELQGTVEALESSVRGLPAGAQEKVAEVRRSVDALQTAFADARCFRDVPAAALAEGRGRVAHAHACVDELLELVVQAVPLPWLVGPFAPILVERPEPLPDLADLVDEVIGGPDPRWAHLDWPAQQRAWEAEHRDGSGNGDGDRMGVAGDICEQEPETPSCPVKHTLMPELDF
Target sequence (Q8WTS1 whole entry, looked up): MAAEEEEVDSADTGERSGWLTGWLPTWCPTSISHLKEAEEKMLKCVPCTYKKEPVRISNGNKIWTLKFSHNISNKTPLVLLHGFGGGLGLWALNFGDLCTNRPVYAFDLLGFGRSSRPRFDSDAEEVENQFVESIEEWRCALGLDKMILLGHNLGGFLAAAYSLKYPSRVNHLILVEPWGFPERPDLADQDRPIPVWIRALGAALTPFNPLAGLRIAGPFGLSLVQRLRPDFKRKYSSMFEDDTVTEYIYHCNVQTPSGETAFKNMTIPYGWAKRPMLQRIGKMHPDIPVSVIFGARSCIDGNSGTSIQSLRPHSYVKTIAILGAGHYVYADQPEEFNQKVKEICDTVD
ABCB6 inh 2 = ABCB6 transporter inhibitors, primary screen, K562-ABCB6 cells, flow cytometry, MLPCN library. fluorescence ratio to DMSO, % at 10 µM. K562-ABCB6 porphyrin accumulation, 1 h; active compounds read low. ATP-binding cassette sub-family B member 6 (Homo sapiens), Q9NP58. 360,000 tested, 0.19% active;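 active = fluorescence ratio to DMSO below 75%, the collection mean minus 3 SD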;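 note: signal is porphyrin accumulated inside mitochondria; 100% equals median channel fluorescence of DMSO control wells; lower ratio means ABCB6 inhibition with less porphyrin fluorescence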
Glyco luc inh = increase of ERlucT glycosylation luciferase signal, primary screen, N-linked glycosylation inhibitor project, D54 ERlucT cells, luminescence, set 2 | AID 588692, 2011 | reporter increase, % at 12.5 µM | 360,000 tested, 0.23% active | D54 ERlucT glycosylation luciferase reporter, 24 h; percent of 100 nM tunicamycin response;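 active = mean luciferase reporter signal, scaled so untreated is 0 and the glycosylation-blocking control 100, at or above a set limit in every replicate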;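 note: luciferase carries N-glycosylation sites so blocking glycosylation raises the light; 0% = median of neutral control wells and 100% = median of 100 nM tunicamycin wells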
aDG glyco act = activators of alpha-DG glycosylation, primary screen, uHTS, Pro5-aDG cells, AlphaScreen; alpha-DG glycosylation AlphaScreen (IIH6); 0% Pro5, 100% B10-LARGE cell signal; activation, % at 10 µM; 360,000 tested, 0.22% active; AID 624168, 2012;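 active = activation of at least 8% versus controls, or a plate z-score of at least 8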;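 note: Pro5 are CHO cells carrying HIG-tagged alpha-DG that lacks glycosylation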
Granule exo inh = LAMP-1 surface exposure blockers, TALL-104 cells – cell-based, flow cytometry, MLPCN library, primary screen. 360,000 tested, 0.66% active. AID 651702, 2012. inhibition, % at 10 µM. TALL-104 LAMP-1 surface exposure; cells stimulated with thapsigargin and PMA;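 active = inhibition above about 55%, limit read from the data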
MC4R antagonist = MC4R antagonists of cAMP signaling, primary screen, cell-based, TR-FRET, antagonist arm of biased-ligand search; Melanocortin receptor 4 (Homo sapiens), P32245; MC4R-expressing cells, MTII-stimulated cAMP, LANCE TR-FRET; inhibition, % at 6.5 µM; 360,000 tested, 0.48% active;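 active = inhibition above its plate's cutoff, the mean of tested wells on that plate plus 3 SD, cut at about 29% in these data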;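 note: 0% = Melanotan II alone and 100% = Melanotan II plus saturating MCL0020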
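System: U2OS cells stably expressing human melanocortin 4 receptor (MC4R). Reagent: Melanotan II challenge after compound preincubation. Doses: 6.5 µM. Times: 30-min compound, 1-h challenge, 1-h detection, room temperature. Measured by: TR-FRET with Eu-cAMP and labeled anti-cAMP, 671 nm. Replicates: singlicate.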
hiPSC survival = enhancers of single-cell hiPSC survival, primary screen, ATPlite luminescence. survival enhancement, % at 20 µM. 360,000 tested, 0.044% active. 100% = ROCK inhibitor wells, 0% = DMSO. AID 602274, 2012; in the data active = survival enhancement above about 18%;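 note: cells exposed to compounds for 16 hours before the ATP read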
MC4R barr agon = MC4R agonists recruiting beta-arrestin, primary screen, cell-based, luminescence, agonist arm of biased-ligand search | AID 540308, 2011 | 360,000 tested, 0.98% active | U2OS MC4R beta-arrestin complementation; percent of melanotan II response, DMSO zero | Melanocortin receptor 4 (Homo sapiens), P32245 | activation, % at 8.9 µM;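 active = activation above a per-plate cutoff, the mean activation of sample wells on that plate plus 3 SD, cut at about 8% in these data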
m5-HT2A agonist = mouse Htr2a agonists via beta-arrestin recruitment, primary screen, cell-based, luminescence; 360,000 tested, 0.66% active; CHO-K1 mHTR2A beta-arrestin complementation; percent of 30 µM serotonin response; activation, % at 7.6 µM;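 active = activation above a run cutoff, the mean activation of all tested compounds plus 3 SD, cut at about 14% in these data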;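 note: 0% = plate median of compound wells and 100% = 30 µM serotonin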
Cardio protect = cardioprotection against H2O2-induced cell death, primary screen, uHTS, H9c2 cells, ATPLite luminescence; H9c2 cardiomyocytes, H2O2 injury protection, 2 h; protection from H2O2 cell death, % at 20 µM; 360,000 tested, 0.63% active;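 active = compounds giving at least 50% protection of heart cells from peroxide-induced death in the single-dose screen, raw or plate-pattern-corrected value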;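 note: 0% = DMSO wells with peroxide and 100% = DMSO wells without peroxide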
* = called active by the depositor.

SMILES	ABHD5 PLIN5 PPI	ABCB6 inh 2	Glyco luc inh	aDG glyco act	Granule exo inh	MC4R antagonist	hiPSC survival	MC4R barr agon	m5-HT2A agonist	Cardio protect
CC(NC(=O)c1ccco1)C(=O)N1CCCCC1 (stereo not drawn)	0	99	-1	-0.3	0	7	-0.3	-4.5	-2	1
COc1ccc(Br)cc1CNC(=O)CCc1nc(-c2ccccc2F)no1	-2	99	-2	0.9	2	8	5.4	-1.2	-2	-5
COc1ccc2[nH]cc(CCNS(=O)(=O)Cc3ccccc3)c2c1	-1	97	0	-0.2	0	7	-0.4	0.7	4	0
CCOC(=O)c1c(C)[nH]c(C2=NNC(=Nc3ccc(OCC)cc3)SC2)c1C	-7	99	-2	-0.4	-3	3	1.2	5.5	5	-8
CN(C)c1ccc(NC(=O)CN2C(=O)CC(c3ccccc3)=Nc3ccccc32)cc1	2	87	-4	-0.3	5	0	-2.4	5.1	-1	-8
O=C(OCc1ccc(Cl)cc1Cl)c1ccncc1	7	97	3	-0.1	-2	0	-0.5	1.4	1	-10
CCOc1ccc(NC(=O)c2cc3cc4ccc(OC)cc4nc3o2)cc1	-3	95	2	3.1	1	4	-2.2	-0.4	-3	5
O=C(NCc1ccco1)c1cccc(S(=O)(=O)N2CCCC2)c1	-5	97	3	-0.1	-7	-1	1.4	0.3	6	-3
COc1ccc(OC)c(S(=O)(=O)N2CCCC(C(=O)NCc3ccccn3)C2)c1 (stereo not drawn)	0	95	-1	-0.1	-11	16	-0.5	0.7	3	-7
COc1cc(NC(=O)c2cccnc2)c(Cl)cc1NC(=O)c1ccc(Cl)cc1	-5	99	0	0.2	-12	9	-0.5	-2.7	5	1
CC(C)NC(=O)CN1CCC(c2ccccc2)C(O)C1 (stereo not drawn)	-4	102	0	-0.1	5	5	1.9	-3.2	1	-5
Cc1ccc(C(C)C)c(OCC(O)CN2CCOCC2)c1 (stereo not drawn)	-3	98	2	0.0	7	15	1.1	-1.1	-6	-1
Cc1ccc(NC(=O)CN2CCCCCC2)cc1Br	3	97	-2	0.0	-1	1	-0.7	1.0	-8	6
CCOC(=O)CCCNC(=O)CSc1nc2ccc(OCC)cc2[nH]1	-3	86	1	-0.1	0	-4	-0.3	-2.7	-5	-1
CCCc1cc(=O)[nH]c(SCC(=O)Nc2cccc(S(=O)(=O)N3CCOCC3)c2)n1	-4	102	0	-0.3	1	0	1.1	2.1	-1	2
COc1ccc(OC)c(Nc2nc(NCc3ccco3)c3ccccc3n2)c1	11	122	-3	0.4	10	-11	1.5	0.3	3	-7
OCCC1CN(Cc2ccc(Oc3ncccn3)cc2)CCN1CCc1ccccc1 (stereo not drawn)	-5	101	-1	0.4	-2	15	-1.2	1.9	-5	-3
COc1ccccc1S(=O)(=O)N(C)C[C@H]1OCc2cnnn2CCCC(=O)N([C@@H](C)CO)C[C@H]1C	0	92	1	0.0	0	8	2.6	0.2	3	8
CCCC(=O)Nc1sc2c(c1C(=O)OC)C(C(=O)OC)CC2 (stereo not drawn)	-1	102	3	-0.1	2	1	-0.1	-1.9	-2	12
CCN1CCN(S(=O)(=O)c2ccc(Cl)c(C(=O)N(C)Cc3ccco3)c2)CC1	-4	99	0	-0.1	-3	5	-0.4	-1.9	0	-5
COc1ccccc1NNC(=O)c1cccnc1Oc1ccccc1	-3	99	0	0.0	-4	8	-0.4	2.2	0	-4
COc1ccc(Cl)cc1C(=O)NNC(=O)COC(=O)CCN=C1NS(=O)(=O)c2ccccc21	-1	100	0	0.0	-6	11	0.0	-8.4	-39	-3
CCOC(=O)C1(C)CCN1C(=O)c1ccc(N(C)C)cc1 (stereo not drawn)	-3	94	2	0.0	-2	-3	2.9	0.9	-1	-1
Cc1ccc(NC(=O)C(CC(=O)O)C2CCCO2)c(C)c1 (stereo not drawn)	-4	97	5	0.0	-14	-2	-0.8	0.1	-1	16
O=C(CCCN1C(=O)/C(=C/c2ccco2)SC1=S)Nc1cccc(C(=O)O)c1	12	97	-1	0.1	-3	7	-0.5	1.3	-3	-5
Cc1cc(C)nc(SCc2csc(N)n2)n1	8	100	-1	0.1	-1	-1	1.5	-1.2	-3	8
COC(=O)c1ccc(COC(=O)C(NC(=O)Cc2ccccc2)C(C)C)cc1 (stereo not drawn)	-13	93	4	-0.2	-4	-1	-0.4	-1.7	2	-8
C[C@@H](CN1CCC(Cc2ccccc2)CC1)[C@@H](O)c1ccc(O)cc1	-4	93	-3	-0.2	-3	0	-0.8	0.8	2	-2
O=C(COC(=O)c1nc(Cl)ccc1Cl)Nc1ccc(Cl)cn1	1	106	1	0.0	-5	8	-3.0	-0.5	5	2
CCN(CC)CCOc1cccc(C(C)C)c1	1	101	1	0.0	5	10	0.1	0.7	-3	6
Cc1ccccc1Nc1c(-c2ccc(N3CCOCC3)cc2)nc2ncccn12	0	99	-3	0.0	-2	17	-0.3	-1.6	-2	-10
COc1ccc(OC)c(NC(=O)c2oc3c(c2C)C(O)CC(C)(C)C3)c1 (stereo not drawn)	-1	93	-3	-0.1	-4	9	-0.4	1.6	-7	6
O=C(CCC(=O)N1CCN(c2ccc(C(F)(F)F)cn2)CC1)c1cccs1	4	95	0	0.2	0	-6	-0.5	2.9	11	-9
Cc1cc(C)cc(NC(=O)C(OC(=O)c2cc[n+]([O-])cc2)c2ccccc2)c1 (stereo not drawn)	4	98	0	0.2	10	2	0.1	-0.4	-2	-4
CC(=O)NC(c1ccc(N(C)C)cc1)c1cc(Cl)c2cccnc2c1O (stereo not drawn)	1	90	-11	0.7	0	10	-1.5	-0.4	-16	48
COc1ccccc1CCNC(=O)Cn1c(=O)oc2ccccc21	4	99	-1	-0.1	25	1	0.0	-1.2	1	4
CCCC1NC(C(=O)O)Cc2c1[nH]c1ccccc21 (stereo not drawn)	3	108	0	-0.1	1	6	0.6	-1.5	-4	13
Cc1ccc(-c2nn(-c3ccccc3)cc2/C=C/C(=O)Nc2nccs2)cc1	-4	97	-4	0.2	-2	-5	-1.6	19*	-6	-2
CCCCNc1nc2ccccc2n1CC(=O)N1CCc2ccccc2C1	-1	90	-2	0.6	2	7	-1.2	-1.1	-2	-6
COc1ccc(-c2[nH]c(-c3ccccc3)nc2SCC(=O)Nc2nccs2)cc1	0	101	2	0.0	-2	-10	-3.2	-1.5	-7	11
Cc1ccc(S(=O)(=O)/C(C#N)=C/c2c[nH]c3ccccc23)cc1	2	103	-2	-0.2	1	-3	0.6	2.0	-1	-19
Cc1nn(C(C)C(=O)NCc2ccccc2)c(C)c1[N+](=O)[O-] (stereo not drawn)	-5	98	3	-0.3	-3	17	0.3	-0.7	-2	1
CN1C(N)=NC(=O)/C1=C/c1ccc(OC(F)(F)F)cc1	5	106	1	-0.1	-4	-1	0.1	-1.0	9	1
O=C(NCc1ccccc1)c1ccccc1NC(=O)C1CCCCC1	-1	95	0	0.1	0	0	-0.3	-2.8	0	-6
CCC(C)(C)NC(=O)c1ccc(S(=O)(=O)N2CCCCCC2)cc1	-1	91	0	0.0	-4	-4	0.0	0.4	-1	-3
CCN(C(=O)COC(=O)CCOc1ccccc1)c1c(N)n(Cc2ccccc2)c(=O)[nH]c1=O	5	93	-2	0.2	0	-6	-1.3	-1.0	-1	5
CCOc1cc2c3c(c1)C1(C(=O)N3C(C)(C)C=C2C)C(C#N)=C(N)Oc2cc(O)ccc21 (stereo not drawn)	3	104	1	-0.2	4	-9	-0.3	1.8	-2	-6
COc1ccc2nc(NC(=O)c3ccccc3[N+](=O)[O-])sc2c1	-4	78	-1	0.1	-1	9	0.1	-2.8	-3	-1
Cc1ccc(C(=O)Nc2ccc3nc(C)sc3c2)o1	-2	95	-4	0.1	8	-2	-3.0	-0.8	-1	-6
C#CCNC(=O)C1=C[C@H](c2ccc(Br)cc2)C[C@H](OCc2ccc(CO)cc2)O1	-1	96	1	0.1	-6	10	-3.7	-1.7	-1	-4
COc1cc(C(=O)Nc2ccc3c(c2)C(=O)c2ccccc2C3=O)cc(OC)c1OC	-5	99	1	-0.2	-6	2	0.0	-0.6	3	3
Cc1ccc2c(c1)N(CC(=O)N1CCCCC1)C(=O)C(C)O2 (stereo not drawn)	8	105	1	0.0	-4	15	-0.5	1.0	-5	4
Nn1c(SC/C=C/c2ccccc2)nnc1-c1ccncc1	1	101	6	0.0	-7	16	-0.1	4.3	2	6
O=C(COC(=O)c1ccccc1-n1cnnn1)c1ccccc1	5	94	-4	-0.1	-10	7	-0.2	-3.1	-2	1
O=C(NCc1ccncc1)C1CCN(S(=O)(=O)c2cc(Cl)ccc2Cl)CC1	2	95	2	-0.1	-6	-9	-0.2	-2.0	-1	-3
O=C(c1cn(-c2ccccc2)nc1-c1ccc(F)cc1)N1CCOCC1	6	97	0	0.3	-1	0	-1.9	-0.9	4	-1
CCC(C)Nc1nnc(SCC(=O)c2c(N)n(C3CC3)c(=O)[nH]c2=O)s1 (stereo not drawn)	-2	96	1	-0.1	-1	10	-1.5	-1.8	5	-1
CCc1ccc(S(=O)(=O)N(C(=O)c2ccncc2)c2ccc(OC(=O)c3ccncc3)cc2)cc1	13	99	-2	0.2	-2	-2	0.6	-2.6	-3	-6
COc1ccc(/C=C2/C(=O)N(c3ccccc3)N=C2C)cc1OC	-25	97	4	0.0	-13	11	0.2	-1.0	4	-3
CSc1nc2ccc(NC(=O)C3CC(=O)N(Cc4ccccc4)C3)cc2s1 (stereo not drawn)	2	97	2	-0.4	-3	-1	0.8	1.5	-8	-2
COC(=O)c1[nH]c2ccccc2c1NC(=O)CN1CCN(C(=O)c2ccco2)CC1	-1	100	0	-0.1	-1	11	2.0	0.5	4	2

Source: PubChem
